From PubChem
AmpC no deterg: qHTS Inhibitors of AmpC Beta-Lactamase (assay without detergent) | P00811 | AmpC nitrocefin hydrolysis, absorbance 480 nm, 0.0001% Triton | 330,000 tested, 0.52% active | Potency, µM (doses to about 57.1 µM), inactives show top-dose activity change, negative = inhibition, actives largely listed as inhibitors | AID 485341, 2010;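 further: potency means the concentration at half of the fitted maximal effect; plate controls were no compound for no effect and no enzyme for full effect; nearly all actives have a fitted effect of over 20% in size; some results filed as inactive show a strong effect at the top dose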
Target sequence (P00811 whole entry, looked up): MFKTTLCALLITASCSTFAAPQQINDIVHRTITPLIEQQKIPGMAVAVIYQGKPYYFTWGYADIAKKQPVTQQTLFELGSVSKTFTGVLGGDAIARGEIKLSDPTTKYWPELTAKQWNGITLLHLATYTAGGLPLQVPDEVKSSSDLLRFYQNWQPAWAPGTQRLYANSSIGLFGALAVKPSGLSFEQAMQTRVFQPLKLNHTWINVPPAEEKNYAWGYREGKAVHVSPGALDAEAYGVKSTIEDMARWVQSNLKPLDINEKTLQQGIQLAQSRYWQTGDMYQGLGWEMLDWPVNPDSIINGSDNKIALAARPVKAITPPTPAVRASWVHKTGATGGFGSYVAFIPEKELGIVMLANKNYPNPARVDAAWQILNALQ
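AmpC (5.3 nM in the dispensed reagent) in 20 mM phosphate pH 7.0 with 0.01% (detergent screen) or 0.0001% Triton X-100 was preincubated with compounds for 15 min at room temperature. Nitrocefin was then added from an 800 uM solution, and hydrolysis was followed at 480 nm.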
HCMV inh: qHTS Assay for inhibitors of the human cytomegalovirus (HCMV); HFF cells, HCMV-luciferase reporter, 72 h; active compounds read low; activity change, negative = inhibition, % at 57.5 µM; 410,000 tested, 4.5% active; AID 1259415, 2018; in the data active means activity change below about -60%; inconclusive means no clear call, values can overlap the other calls; inactive means above about -39%
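Steps: HFFs plated, 16 h 37C; compounds added; HCMV-luciferase added to MOI 1 PFU/cell; 72 h 37C; OneGlo reagent, 5 min room temperature; luminescence read, normalized to controls.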
AmpC inh detg: qHTS Inhibitors of AmpC Beta-Lactamase (assay with detergent); P00811; 370,000 tested, 0.041% active; AmpC hydrolysis of nitrocefin, absorbance 480 nm, 0.01% Triton; Potency, µM (titrated, usually from 114 µM), for the others: at the top dose activity change, negative = inhibition, usual class: inhibitors;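 further: potency means the concentration at half of the fitted maximal effect; 0% = no-compound wells and -100% = no-enzyme wells; nearly all actives have a fitted effect of over 25% in size; some results filed as inactive show a strong effect at the top dose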
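AmpC (5.3 nM in the dispensed reagent) in 20 mM phosphate pH 7.0 with 0.01% (detergent screen) or 0.0001% Triton X-100 was preincubated with compounds for 15 min at room temperature. Nitrocefin was then added from an 800 uM solution, and hydrolysis was followed at 480 nm.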
Giardia FBPA inh: qHTS Assay for Inhibitors of Fructose-1,6-bisphosphate Aldolase from Giardia Lamblia. 290,000 tested, 0.71% active. purified Giardia FBPA. A8B2U2. Potency, µM (titrated, usually from 59.6 µM), for inactives: top-dose activity, negative = inhibition, actives largely listed as inhibitors; further: potency means the concentration at half of the fitted maximal effect; nearly all actives have a fitted effect of over 55% in size
Target sequence (A8B2U2 whole entry, looked up): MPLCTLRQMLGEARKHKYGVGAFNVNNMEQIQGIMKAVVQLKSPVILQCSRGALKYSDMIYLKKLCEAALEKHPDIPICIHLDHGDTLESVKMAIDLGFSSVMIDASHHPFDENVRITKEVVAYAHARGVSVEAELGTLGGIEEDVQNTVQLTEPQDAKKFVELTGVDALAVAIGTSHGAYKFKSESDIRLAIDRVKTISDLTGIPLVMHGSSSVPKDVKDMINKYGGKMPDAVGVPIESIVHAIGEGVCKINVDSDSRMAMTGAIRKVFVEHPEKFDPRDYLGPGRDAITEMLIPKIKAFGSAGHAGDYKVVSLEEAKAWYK
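Giardia FBPA (40 nM reagent) was preincubated 10 min at RT with compound (up to 57.5 uM final), then substrate plus GAPDH/TPI/NAD/arsenate coupling system with diaphorase/resazurin was added; resorufin fluorescence (525/598 nm) was read after 20 min.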
Sm TGR inh: qHTS Assay for the Inhibitors of Schistosoma Mansoni Peroxiredoxins. Schistosoma mansoni thioredoxin glutathione reductase (TGR), Q962Y6. purified TGR, DTNB reduction, TNB absorbance 405 nm. Potency, µM (top dose mostly 114 µM), inactives show top-dose activity change, negative = inhibition, usual class: inhibitors. 360,000 tested, 3% active; further: potency means the concentration at half of the fitted maximal effect; nearly all actives have a fitted effect of over 60% in size
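TGR 20 nM + NADPH 100 uM (dispensed conc.), cpd preinc 15 min RT; start with NADPH (500 uM addition) then DTNB (15 mM addition). Kinetic TNB absorbance, 405 nm filter. Four-parameter Hill fit across titration.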
AMA1-RON2 inh: qHTS for Inhibitors of AMA1-RON; Towards Development of Antimalarial Drug Lead: Primary Screen. 360,000 tested, 0.2% active. AlphaScreen AMA1-biotinylated RON2 peptide binding. AID 720542, 2013. Plasmodium falciparum AMA1 (3D7) - RON2 peptide interaction. Potency, µM (series often up to 58.2 µM), without a hit: at the top dose activity change, negative = inhibition, usual class: inhibitors;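 further: potency means the concentration at half of the fitted maximal effect; 0% = vehicle wells and -100% = peptide control; nearly all actives have a fitted effect of over 45% in size; some results filed as inactive show a strong effect at the top dose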
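AMA1 (3D7) with his tag at 25 nM final met compounds first, then biotinylated RON2 peptide at 25 nM; detection used donor plus acceptor beads, 10 µg/mL apiece, read by AlphaScreen after 30 min at room temperature.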
The depositor's hits bear a star; [ ] = dose if it differs, or a comment. Unless noted, the call rests on the fitted dose curve; in most records, active means well fitted curve in the direction sought with a large enough effect; inconclusive means small, poorly fitted or top-dose-only effect, or another doubt; inactive means no such curve, though single readings can be large; an effect the other way counts as inactive or inconclusive. Unless noted, on the % scale 0 is the no-effect control and ±100 the full control effect. This is a random part of the collection; about 7.8% have a hit in one of these screens.

What do the screens show for `CN(Cc1ccc(C(F)(F)F)cc1)C(=O)c1ccc2ccccc2n1`?
AmpC no deterg: 61.0%; HCMV inh: inconclusive; AmpC inh detg: -12.7%; Giardia FBPA inh: 3.9%; Sm TGR inh: -6.9%; AMA1-RON2 inh: 12.3%

How did CSc1cccc(NC(=O)C2CCN(c3nc4ccccc4[nH]3)CC2)c1 do in these assays?
HCMV inh: 0.0; AmpC inh detg: 6.3%; Sm TGR inh: -0.6%

How did CCn1nc(C)cc1C(=O)NC1CCCc2c1cnn2-c1ccc(C)c(C)c1 (stereo unspecified) do in these assays?
AmpC no deterg: 218.4%[activator]; HCMV inh: -85.9*; AmpC inh detg: 6.7%; Sm TGR inh: 3.2%; AMA1-RON2 inh: 10.8%

How did O=C(Oc1ccc(Br)cc1C(=S)N1CCOCC1)c1ccc([N+](=O)[O-])cc1[N+](=O)[O-] do in these assays?
AmpC no deterg: -55.1%; HCMV inh: 30.5; AmpC inh detg: -0.3%; Giardia FBPA inh: -29.2%; Sm TGR inh: -14.4%; AMA1-RON2 inh: -0.4%

Results for CNc1nc(-c2ccc3c(c2)CCN3C(=O)c2ccccc2F)cs1 ?
AmpC no deterg: -20.4%; HCMV inh: 50.2; AmpC inh detg: -0.5%; Giardia FBPA inh: -20.1%; Sm TGR inh: -31.2%[57.1 µM]; AMA1-RON2 inh: -12.5%

What do the screens show for `CN(C)/N=C/c1ccc(OC(=O)c2cccc([N+](=O)[O-])c2)cc1`?
AmpC no deterg: -22.9%; HCMV inh: -35.4; AmpC inh detg: 2.0%; Giardia FBPA inh: -0.8%; Sm TGR inh: 0.4%[57.1 µM]; AMA1-RON2 inh: -8.4%

Results for CN(CC(=O)Nc1ccccc1Br)Cc1nc2ccccc2c(=O)[nH]1 ?
AmpC no deterg: -8.7%; HCMV inh: 10.0; AmpC inh detg: -17.8%; Giardia FBPA inh: 20µM*; Sm TGR inh: 1.8%; AMA1-RON2 inh: 51.4%[activator]

What do the screens show for `C[C@@H]1CN(c2nc3nonc3nc2N2CCSCC2)C[C@H](C)O1`?
AmpC no deterg: -23.7%; HCMV inh: -0.7; AmpC inh detg: -5.1%; Giardia FBPA inh: 4.0%; Sm TGR inh: -0.4%; AMA1-RON2 inh: 18.2%

How did O=C(N/N=C/c1cn(-c2ccccc2)nc1-c1cc2ccccc2o1)c1cccnc1 do in these assays?
AmpC no deterg: -20.4%; HCMV inh: 86.4; AmpC inh detg: 4.9%; Giardia FBPA inh: 3.8%; Sm TGR inh: 1.2%; AMA1-RON2 inh: 5.4%

What do the screens show for `CCOc1ccccc1NC(=O)CCS(=O)(=O)c1ccc2c(c1)oc(=O)n2C`?
HCMV inh: 7.2; AmpC inh detg: 27.5%; Sm TGR inh: -4.4%

What do the screens show for `Cc1ccc2[nH]c3c(=O)n(CC(=O)N4CCN(c5ccccc5F)CC4)ncc3c2c1`?
HCMV inh: 3.0; AmpC inh detg: -6.0%; Sm TGR inh: 2.8%

Results for Cc1ccc(/C=C/C(=O)O)cc1S(=O)(=O)Nc1ccccc1C(=O)O ?
AmpC no deterg: -16.5%; HCMV inh: 15.6; AmpC inh detg: -2.8%; Giardia FBPA inh: 4.2%; Sm TGR inh: inconclusive; AMA1-RON2 inh: 4.0%

How did CCOc1cccc(CNCCc2c(C)[nH]c3ccc(OC(F)(F)F)cc23)c1O do in these assays?
AmpC no deterg: 87.2%[activator]; HCMV inh: -100.8*; AmpC inh detg: 4.5%; Giardia FBPA inh: -29.9%; Sm TGR inh: 0.0%; AMA1-RON2 inh: -4.6%

How did COC(=O)CN(c1ccc(C)cc1)S(=O)(=O)c1c(C)[nH]c(=O)[nH]c1=O do in these assays?
AmpC no deterg: 32.6%; HCMV inh: -10.2; AmpC inh detg: inconclusive; Giardia FBPA inh: 4.2%; Sm TGR inh: -3.6%; AMA1-RON2 inh: -1.5%

How did O=S(=O)(Cc1nc2ccccc2s1)c1ccccc1 do in these assays?
AmpC no deterg: -7.2%; HCMV inh: 18.3; AmpC inh detg: -0.2%; Giardia FBPA inh: -4.9%; Sm TGR inh: -5.7%; AMA1-RON2 inh: 22.9%

What do the screens show for `COc1cccc(NC(=O)c2sc3nc(C)c(C(=O)Nc4ccc(C)cc4C)c(-c4ccco4)c3c2N)c1`?
HCMV inh: -14.6; AmpC inh detg: 8.9%; Sm TGR inh: 2.3%

What do the screens show for `COc1cccc(OC)c1C(=O)Nc1ccc2c(c1)N(C(C)=O)CCC2`?
HCMV inh: -36.5; AmpC inh detg: 10.0%; Sm TGR inh: 1.2%

How did CC(C)(C)OC(=O)N1CCCC1C(=O)N1CCc2ccccc21 (stereo unspecified) do in these assays?
AmpC no deterg: -7.8%; HCMV inh: 19.2; AmpC inh detg: -1.7%; Giardia FBPA inh: 1.0%; Sm TGR inh: 1.0%; AMA1-RON2 inh: 18.4%

What do the screens show for `CCc1ccc2c(c1)C(O)(CC(=O)c1cccs1)C(=O)N2` (stereo unspecified)?
AmpC no deterg: -10.2%; HCMV inh: -39.5; AmpC inh detg: 1.4%; Giardia FBPA inh: -10.5%; Sm TGR inh: -2.8%; AMA1-RON2 inh: 0.0%

What do the screens show for `O=C(NCCC1=CCCCC1)c1cc2ccccc2oc1=O`?
AmpC no deterg: -12.0%; HCMV inh: -28.6; AmpC inh detg: 0.5%; Giardia FBPA inh: 9.2%; Sm TGR inh: -5.6%; AMA1-RON2 inh: 7.6%

How did O=S(=O)(NCc1ccccc1Cl)c1cccs1 do in these assays?
AmpC no deterg: -23.1%; HCMV inh: 25.1; AmpC inh detg: inconclusive; Giardia FBPA inh: -7.5%; Sm TGR inh: 28.1%; AMA1-RON2 inh: 16.4%

Results for O=C(NCCc1nc2ccccc2[nH]1)/C(=C/c1ccc2c(c1)OCO2)NC(=O)c1ccc(Cl)cc1Cl ?
AmpC no deterg: 7.0%; HCMV inh: inconclusive; AmpC inh detg: -6.0%; Giardia FBPA inh: 8.6%; Sm TGR inh: -9.7%; AMA1-RON2 inh: -6.2%

How did COc1cc(Nc2c3c(nc4ccccc24)CCC3)cc(OC)c1OC do in these assays?
AmpC no deterg: -26.0%; HCMV inh: -74.5*; AmpC inh detg: -2.8%; Giardia FBPA inh: 5.0%; Sm TGR inh: 2.4%; AMA1-RON2 inh: -0.4%

Results for CC(Cc1cccs1)NC(=S)Nc1ccccc1 (stereo unspecified) ?
AmpC no deterg: -25.7%; HCMV inh: -11.2; AmpC inh detg: -1.8%; Giardia FBPA inh: -5.4%; Sm TGR inh: -14.2%; AMA1-RON2 inh: -17.8%

What do the screens show for `COc1ccc(NC(=O)Nc2ccc(C)cc2Br)c(OC)c1`?
AmpC no deterg: -2.2%; HCMV inh: -20.8; AmpC inh detg: 1.9%; Giardia FBPA inh: -0.6%; Sm TGR inh: 0.9%; AMA1-RON2 inh: 8.5%

Results for O=C(COC(=O)c1ccc(CNS(=O)(=O)c2ccc(F)c(Cl)c2)cc1)NCC1CCCCC1 ?
AmpC no deterg: -16.2%; HCMV inh: 1.7; AmpC inh detg: -9.5%; Giardia FBPA inh: -0.1%; Sm TGR inh: -3.2%; AMA1-RON2 inh: 13.4%

What do the screens show for `COc1ccc(Cl)cc1NC(=S)N1CCN(c2ncccn2)CC1`?
AmpC no deterg: 23.2%; HCMV inh: inconclusive; AmpC inh detg: 2.0%; Giardia FBPA inh: -12.4%; Sm TGR inh: 11.0%; AMA1-RON2 inh: -14.5%

What do the screens show for `COC(=O)Cc1cc(=O)[nH]c(/N=C(\N)Nc2ccc(C(C)C)cc2)n1`?
AmpC no deterg: 12.6%; HCMV inh: inconclusive; AmpC inh detg: 3.9%; Giardia FBPA inh: -1.0%; Sm TGR inh: 8.6%; AMA1-RON2 inh: 59.1%[activator]

Results for CC(=O)c1ccc(S(=O)(=O)NCCC(=O)N2CCN(c3ccccn3)CC2)cc1 ?
AmpC no deterg: -2.5%; HCMV inh: 60.8; AmpC inh detg: 4.2%; Sm TGR inh: -33.9%; AMA1-RON2 inh: -8.0%

How did C=CCNC(=S)N1CCN(CCN=Cc2c(C)[nH]n(-c3ccc([N+](=O)[O-])cc3)c2=O)CC1 do in these assays?
AmpC no deterg: 116.5%[activator]; HCMV inh: inconclusive; AmpC inh detg: 0.7%; Giardia FBPA inh: -14.6%; AMA1-RON2 inh: 34.1%[activator]

How did O=C1NCCCC2c3cc(O)c4ccccc4c3OC12N1CCCCC1 (stereo unspecified) do in these assays?
AmpC no deterg: 8.2%; HCMV inh: inconclusive; AmpC inh detg: -5.5%; Giardia FBPA inh: 0.561µM*; Sm TGR inh: 2µM*

What do the screens show for `O=[N+]([O-])c1ccc2nc(Cl)nc(-c3ccccc3)c2c1`?
AmpC no deterg: -10.9%; AmpC inh detg: 0.2%; Giardia FBPA inh: -27.2%; Sm TGR inh: inconclusive; AMA1-RON2 inh: -2.4%

How did COc1ccc(-c2cc(C(=O)NC3CCCC3)c3ccccc3n2)cc1 do in these assays?
AmpC no deterg: 12.1%; HCMV inh: -14.7; AmpC inh detg: 2.8%; Giardia FBPA inh: 3.3%; Sm TGR inh: 4.5%; AMA1-RON2 inh: 2.9%

What do the screens show for `Cc1ccccc1NC(=O)Cc1nc(COC(=O)CCc2ccccc2)cs1`?
AmpC no deterg: 0.5%; HCMV inh: -17.7; AmpC inh detg: 11.5%; Sm TGR inh: 2.4%; AMA1-RON2 inh: 10.5%

How did CCCn1nnc(NC(=O)c2cccc(OCC(C)C)c2)n1 do in these assays?
AmpC no deterg: -10.0%; HCMV inh: 52.0; AmpC inh detg: -9.8%; Giardia FBPA inh: 12.1%; Sm TGR inh: -0.1%; AMA1-RON2 inh: -13.6%

What do the screens show for `CCN(C(=O)Cn1nc(C)c([N+](=O)[O-])c1C)C1CCS(=O)(=O)C1` (stereo unspecified)?
AmpC no deterg: -15.1%; HCMV inh: -11.5; AmpC inh detg: -18.3%; Sm TGR inh: -0.1%; AMA1-RON2 inh: 11.4%

How did Cc1ccc(S(=O)(=O)N2CCCCC2)cc1NC(=O)C1=NN(c2ccccc2)C(=O)CC1 do in these assays?
AmpC no deterg: 114.5%[activator]; HCMV inh: -6.7; AmpC inh detg: -0.6%; Sm TGR inh: 1.7%; AMA1-RON2 inh: -0.1%

Results for COc1cccc(-c2nnc(SCC(=O)Nc3cc(C)on3)o2)c1 ?
AmpC no deterg: 1.4%; HCMV inh: -29.4; AmpC inh detg: inconclusive; Giardia FBPA inh: 8.6%; Sm TGR inh: -31.1%; AMA1-RON2 inh: 39.2%[activator]
